Bioassay records (PubChem)
Pyk2 oligo antag – Pyk2 (human) oligomerization antagonism | Q14289 | Q293 cells, Pyk2 FERM NanoBiT luminescence; hits give low values | z-score (the deposit names both 25 µM and 10 µM) | 0.83% of 99,000 active | AID 1347419;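 active means Z-score of -3 or lower, scaled per plate to the spread of control and sample wells; inactive means z-score above -3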;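 further: negative z-score means lost luminescence so less FERM oligomerization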
Target sequence (Q14289 whole entry, looked up): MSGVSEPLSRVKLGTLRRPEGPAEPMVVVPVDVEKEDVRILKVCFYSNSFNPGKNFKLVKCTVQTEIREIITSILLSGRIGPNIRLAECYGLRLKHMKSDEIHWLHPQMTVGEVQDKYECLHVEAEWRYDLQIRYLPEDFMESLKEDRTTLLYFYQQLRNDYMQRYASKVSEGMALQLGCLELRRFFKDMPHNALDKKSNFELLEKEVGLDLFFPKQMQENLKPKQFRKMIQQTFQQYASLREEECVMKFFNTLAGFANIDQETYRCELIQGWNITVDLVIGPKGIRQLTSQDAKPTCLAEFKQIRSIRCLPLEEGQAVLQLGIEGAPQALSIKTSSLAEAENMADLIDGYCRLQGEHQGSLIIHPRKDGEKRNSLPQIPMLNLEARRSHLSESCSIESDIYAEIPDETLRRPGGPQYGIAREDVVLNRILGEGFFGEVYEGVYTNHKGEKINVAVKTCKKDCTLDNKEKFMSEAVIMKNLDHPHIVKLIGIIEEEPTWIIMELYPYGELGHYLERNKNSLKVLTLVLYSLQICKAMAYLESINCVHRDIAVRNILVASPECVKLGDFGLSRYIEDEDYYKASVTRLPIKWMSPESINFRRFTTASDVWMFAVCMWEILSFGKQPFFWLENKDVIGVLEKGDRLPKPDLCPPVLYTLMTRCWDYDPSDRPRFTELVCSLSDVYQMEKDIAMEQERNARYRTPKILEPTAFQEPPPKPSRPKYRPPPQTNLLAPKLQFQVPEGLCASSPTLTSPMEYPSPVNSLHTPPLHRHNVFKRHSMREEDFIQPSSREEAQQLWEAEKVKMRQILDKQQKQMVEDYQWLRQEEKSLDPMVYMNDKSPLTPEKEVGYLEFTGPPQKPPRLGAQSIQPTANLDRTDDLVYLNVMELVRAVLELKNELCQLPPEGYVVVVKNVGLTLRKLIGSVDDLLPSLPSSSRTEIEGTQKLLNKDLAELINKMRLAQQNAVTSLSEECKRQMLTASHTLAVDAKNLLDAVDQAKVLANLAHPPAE
The depositor's hits bear a star. Some of the compounds tested, so the mix of outcomes need not match the whole.

SMILES	Pyk2 oligo antag
Cc1ccc(OCCN2CCN(c3nc(NCc4ccco4)c4ccccc4n3)CC2)cc1	-1.6
CC(C)c1cccc(C(C)C)c1NC(=O)COC(=O)c1ccc(OCC(=O)Nc2cccc(C(F)(F)F)c2)cc1	0.55
O=S(=O)(c1ccc(Cl)cc1)n1c(Cc2ccccc2)nc2ccccc21	0.27
COc1cc(SC#N)ccc1N=Cc1c(C)[nH]n(-c2ccc(C)c(C)c2)c1=O	0.01
C(=C\c1nc(-c2ccccc2)no1)/c1ccccc1	0.84
Cc1cc(C)nc(SCC(=O)Nc2ncc(Cc3cccc(Cl)c3)s2)n1	-1
COc1ccccc1-n1cnc2cc(C(=O)NCc3ccco3)ccc21	-0.47
Cc1ccc(N=C2NC(=O)/C(=C\c3ccsc3)S2)c(C)c1	-2.4
O=C(N1CCN(c2cccc(Cl)c2)CC1)C1(c2cccs2)CCOCC1	-0.33
CC(C)Oc1ccc(C(=O)Nc2ccc(Cl)c(S(=O)(=O)Nc3ccc(Cl)cc3)c2)cc1	-0.1
Cc1cc(C)nc(N/N=C/c2ccccc2OCc2ccc([N+](=O)[O-])cc2)n1	-1.2
FC(F)(F)c1ccc(Cl)c(NC(=S)NC2CC2)c1	0.38
O=S(=O)(CC12C3C4C5C1C2C(Br)(C43)C51OCCO1)c1ccccc1 (stereo not given)	0.7
O=C(Nc1ccc([N+](=O)[O-])cn1)C1CC1	0.32
COc1ccc(NC(=O)CC2C(=O)N(c3ccc(F)cc3)C(=S)N2NC(=O)c2ccc(Cl)cc2)cc1 (stereo not given)	-0.2
C/C(=N\NC(=O)C(=O)Nc1cccc(Cl)c1C)c1ccncc1	0.01
Cc1sc2nc(-c3cccnc3)nc(Cl)c2c1-c1ccccc1	-1.5
O=C(COc1nc2ccccc2nc1N1CCOCC1)Nc1ccc(S(=O)(=O)N2CCCC2)cc1	-1.4
COc1cccc(/C=N/NC(=O)c2cc(-c3cccn3C)n[nH]2)c1O	1.1
CCc1nccn1C(=O)c1cnn2c(C(F)F)cc(-c3ccc(C)cc3)nc12	0.21

Four entries from above, as labelled records:
Cc1sc2nc(-c3cccnc3)nc(Cl)c2c1-c1ccccc1
  Pyk2 oligo antag: -1.5
O=C(COc1nc2ccccc2nc1N1CCOCC1)Nc1ccc(S(=O)(=O)N2CCCC2)cc1
  Pyk2 oligo antag: -1.4
COc1cccc(/C=N/NC(=O)c2cc(-c3cccn3C)n[nH]2)c1O
  Pyk2 oligo antag: 1.1
CCc1nccn1C(=O)c1cnn2c(C(F)F)cc(-c3ccc(C)cc3)nc12
  Pyk2 oligo antag: 0.21

(list continues)
SMILES	Pyk2 oligo antag
CC1(C)CC(=O)C(Sc2ccccc2[N+](=O)[O-])=C(O)C1	-0.21
N=c1c(C(=O)NCc2ccc(F)cc2)cc2c(=O)n3ccccc3nc2n1Cc1ccco1	-1.8
COc1cc(OC)cc(C(=O)NCC(=O)OCC(=O)c2cc(C)n(Cc3ccco3)c2C)c1	-0.37
Cc1ccc(S(=O)(=O)N2CCC(N3CCCCCC3)CC2)cc1	1.5
Cc1ccc(C)c(SCC(=O)NC(=O)NCc2ccccc2)c1	-1.2
Cc1cccc(NC(=O)CSc2nnc(CNC(=O)c3ccc(S(=O)(=O)N(C)C)cc3)n2-c2ccccc2)c1	-0.36
O=C(NC(=S)Nc1ccc(NC(=O)c2cccs2)cc1)c1ccc([N+](=O)[O-])cc1	0.61
Cc1ccc(C#N)c(SCc2nnc(-c3ccc(Cl)cc3)o2)n1	-1.6
O=C(CN(Cc1ccccc1)S(=O)(=O)c1cccc(C(F)(F)F)c1)NC1CCCCC1	-1.1
COc1cc(-c2cc(C(=O)OCC(=O)Nc3ccc4c(c3)OCO4)c3ccccc3n2)cc(OC)c1OC	-0.31
CCC(C)N(C(=O)COC(=O)/C=C/c1ccc(O)c(OC)c1)C1CCS(=O)(=O)C1 (stereo not given)	0.69
Cc1c(O)c(S(=O)(=O)c2ccccc2)c(=O)n(-c2ccccc2)c1-c1ccccc1	-0.88
Cc1cccc(/C=N/NC(=O)CNc2cccc3ccccc23)n1	-1.9
Cc1cc(C)nc(SCc2cc(=O)c(OC(=O)c3cccc([N+](=O)[O-])c3)co2)n1	0.77
Cc1ccc(NC(=O)CCSc2nnc(Cc3ccccc3)o2)cc1	0.44
CS(=O)CCC(NS(=O)(=O)c1ccccc1)C(=O)O (stereo not given)	0.75
Cc1cc(C(=O)COC(=O)c2ccc(O)cc2)c(C)n1Cc1ccco1	-0.24
O=C(O)CCC(=O)Nc1sc2c(c1C(=O)Nc1cccc3ccccc13)CCCCC2	-0.33
COc1cc2c(C#N)c(N3CCN(c4ccccc4OC)CC3)nc(N)c2c(N)n1	1.1
C/C(=N\NC(=O)c1nn(C)cc1Cl)c1ccncc1	0.28

Brought forward from above: 3 compounds, then new ones.
SMILES	Pyk2 oligo antag
O=C(O)CCC(=O)Nc1sc2c(c1C(=O)Nc1cccc3ccccc13)CCCCC2	-0.33
COc1cc2c(C#N)c(N3CCN(c4ccccc4OC)CC3)nc(N)c2c(N)n1	1.1
C/C(=N\NC(=O)c1nn(C)cc1Cl)c1ccncc1	0.28
N=C1/C(=C/c2cccn2CCOc2ccccc2)C(=O)N=C2SC=C(c3ccccc3)N12	-1.1
COc1ccc([N+](=O)[O-])cc1/C=N/NC(=O)CNC(=O)C(c1ccccc1)c1ccccc1	-0.83
CCOC(=O)c1ccc[n+](CC(=O)c2ccc(OC)cc2)c1	0.02
CCOc1ccc(OCc2cccc(C(=O)N/N=C/c3cccnc3)c2)cc1	-0.28
Cc1ccccc1Nc1cc2ccccc2c(=O)[nH]1	0.25
CN(C)S(=O)(=O)c1cc(NC(=O)COC(=O)Cc2ccc(Br)cc2)ccc1Cl	3.2
COc1cc(/C=C(\NC(C)=O)C(=O)NC(C)(C)C)ccc1OC(C)=O	-0.03
CC(=O)NC(CC(=O)NC12CC3CC(CC(C3)C1)C2)c1ccccc1 (stereo not given)	0.49
C/C(=N\NC(=O)c1ccco1)c1cc2ccccc2o1	1.1
COc1ccc(/C(C)=N/N=C(\C)c2ccc(OC)cc2OC)c(OC)c1	0.39
CC(=O)CCC(=O)c1ccc2ccccc2c1	1.5
CCOc1ccccc1-n1c(SCC(N)=O)nnc1-c1cccnc1	-0.1
CC(=O)NCCC(=O)Nc1cccc(S(=O)(=O)N(C)c2ccccc2)c1	2.3
CCc1ccc(NC(=O)CSCCO)cc1	0.05
Cc1cccc(-n2c(SCC(=O)Nc3cccc(S(=O)(=O)NC4=NCCCCC4)c3)nc3ccccc3c2=O)c1C	-1.4
O=C(CSc1ccsc1[N+](=O)[O-])N1CCN(c2ccc(Cl)cc2)CC1	0.3
CCN(CC)CCCNC(CC(=O)Nc1cccc([N+](=O)[O-])c1)C(=O)O (stereo not given)	2.3
CC(=O)Nc1c(O)n(C)c2ccccc12	0.58
c1ccc(CCc2nn3c(Cn4nnc5ccccc54)nnc3s2)cc1	0.16
Cc1nonc1C(=O)N/N=C/c1ccc(O)cc1	0.67
CCOc1ccc(S(=O)(=O)NNC(=O)c2cc3ccccc3o2)cc1	0.65
Cc1ccc(C(=O)COC(=O)c2cccc(N3C(=O)c4c(C)nc5ccccc5c4C3=O)c2)cc1C	0.74
O=C(NNC(=O)C1CC1c1ccccc1)c1ccccc1[N+](=O)[O-] (stereo not given)	0.3
Cc1ccc(C2C3=C(CC(C)(C)CC3=O)Nc3[nH]c(=S)[nH]c(=O)c32)cc1 (stereo not given)	-0.65
COc1cccc(NC(=O)COc2c(F)c(F)c(C(F)(F)F)c(F)c2F)c1	1.3
CC(=O)Nc1ccc(NC(=O)COc2ccc(Br)cc2C)cc1	1.2
FC(F)Sc1nc(-c2ccccc2)c(-c2ccccc2)n1C(F)F	-1.5
COC(=O)c1cc(NC(=O)C2(S(=O)(=O)c3ccc(Cl)cc3)CC2)cc(C(=O)OC)c1	-0.14
CC(Sc1nc2cc([N+](=O)[O-])ccc2n1-c1ccc(F)cc1)C(=O)NCc1ccc2c(c1)OCO2 (stereo not given)	-0.33
O=C(O)c1cccc(C(=O)Nc2cccc(NC(=O)C3CCCO3)c2)c1 (stereo not given)	0.17
CCN(CC)S(=O)(=O)c1cccc(NC(=O)c2ccc(-n3nc(C)cc3C)cc2)c1	-2
COc1ccc(C2SCCN2C(=S)Nc2cccc(C(F)(F)F)c2)cc1 (stereo not given)	1.8
CN(C)c1ccc(S(=O)(=O)NCC(=O)OCC(=O)Nc2cccc(Cl)c2)cc1[N+](=O)[O-]	-0.01
c1ccc(Cn2nnc3c(Nc4ccc5c(c4)OCO5)nc(C4CC4)nc32)cc1	-0.9
CC(NC(=O)c1cccs1)c1n[nH]c(=S)n1C (stereo not given)	1.1
Cc1nc(NCc2ccccc2)c(C(N)=O)c2c1COC(C)(C)C2	0.8
CCc1nn(C(C)C(=O)Nc2cccc(C)c2C)c(=O)c2cc3occc3n12 (stereo not given)	0.34

Single entries from the list.
CC(NC(=O)c1cccs1)c1n[nH]c(=S)n1C (stereo not given) @ Pyk2 oligo antag = 1.1
COc1ccc(C2SCCN2C(=S)Nc2cccc(C(F)(F)F)c2)cc1 (stereo not given) @ Pyk2 oligo antag = 1.8
